bIAP inhibitor = intestinal alkaline phosphatase (bovine) inhibition. purified bovine IAP, CDP-star luminescence, 30 min. inhibition, % at 20 µM. 190,000 tested, under 10 active. AID 1019;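 active = over 50% inhibition of intestinal alkaline phosphatase at 20 µM in the single-dose screen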
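System: Purified bovine intestinal alkaline phosphatase (IAP) enzyme | Input: IAP diluted 1/65,000,000 in the well | Also added: CDP-star chemiluminescent phosphatase substrate, 30 µM final | Dosing: 20 µM single dose | Times: Enzyme reaction for 30 min at room temperature | Detection: Luminescence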
PPARg SRC1 recr = promotes SRC-1 coactivator recruitment by human PPARgamma | P37231 | actives 0.41% (n = 200,000) | PPARgamma-SRC-1 coactivator recruitment biochemical assay | activation, % at 8 µM; in the data active = activation above about 19%;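 note: 0% = DMSO and 100% = reference agonist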
bIAP activator = increases bovine intestinal alkaline phosphatase activity | purified bovine IAP, CDP-star luminescence, 30 min; stronger effect = higher value; fold of DMSO-control signal, blank-subtracted | activation factor at 20 µM | actives 0.17% (n = 200,000) | AID 1016;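 active = activation factor of 2 or more at 20 µM, a signal rise over negative controls twice the positive control's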
DTT redox prof = compounds producing H2O2 with reducing agent – biochemical, NIH compound library profiling, artefact control for MLSCN library redox annotation, primary screen | DTT-dependent redox cycling H2O2, phenol red/HRP absorbance; 100% = 100 µM peroxide control, 0% = buffer | activation, % at 10 µM | actives 0.03% (n = 200,000) | AID 878;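 active = activation of at least 50% relative to the plate's high and low controls in the primary single-dose screen; inactive = activation below 50%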;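 note: compound incubated with DTT at 0.8 mM final as the reducing agent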
SRC2 TRFRET art = flags TR-FRET format artefacts in PPARgamma SRC-2 recruitment agonist screen; TR-FRET artefact counter-screen; stronger effect = higher value; TR-FRET ratio at 8 µM; actives 0.4% (n = 200,000); AID 1049; in the data active = TR-FRET ratio above about 2000; note: inactives centre near 1500; reference of the scale not given here
PPARg SRC2 recr = agonists of SRC-2 recruitment by human PPARgamma | actives 0.34% (n = 200,000) | PPARgamma LBD-SRC-2 recruitment, biochemical | activation, % at 8 µM | P37231; in the data active = activation above about 22%;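 note: 0% = vehicle and 100% = reference agonist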
ROMK mod = modulators of human ROMK potassium channel; B-score at 10 µM; Tet-inducible ROMK, thallium flux fluorescence; actives lie on both sides; actives 2% (n = 130,000);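 active = signal ratio slope over the read window, or its plate-corrected B-score, at least 3 SD from the plate mean, either direction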;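 note: B-score of the F/F0 ratio slope over 7 to 12 s after thallium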
Target sequence (P48048 whole entry, looked up): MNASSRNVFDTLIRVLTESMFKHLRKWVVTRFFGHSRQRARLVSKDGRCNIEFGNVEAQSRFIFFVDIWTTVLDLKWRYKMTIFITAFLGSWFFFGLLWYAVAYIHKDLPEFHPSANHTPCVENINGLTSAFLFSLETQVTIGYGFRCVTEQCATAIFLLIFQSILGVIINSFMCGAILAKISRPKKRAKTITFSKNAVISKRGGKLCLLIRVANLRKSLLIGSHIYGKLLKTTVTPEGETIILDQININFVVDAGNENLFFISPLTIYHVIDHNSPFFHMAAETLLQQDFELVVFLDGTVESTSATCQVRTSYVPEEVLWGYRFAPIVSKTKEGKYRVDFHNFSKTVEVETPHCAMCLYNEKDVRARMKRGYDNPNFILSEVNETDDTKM
L major viab = reduces viability of Leishmania major promastigotes | resazurin fluorescence viability | inhibition, % at 10 µM | actives 9% (n = 200,000) | AID 1063; in the data active = inhibition above about 50%;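 note: promastigotes grown with compound for 44 hours at 28 °C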
PPARg SRC3 recr = PPARgamma-driven SRC-3 recruitment agonism; biochemical PPARgamma/SRC-3 coactivator recruitment assay; AID 731; actives 0.26% (n = 200,000); P37231; activation, % at 8 µM; in the data active = activation above about 23%;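 note: 0% = DMSO and 100% = reference agonist; some compounds past the cut are filed as inactive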
TLR4 MyD88 comp = inhibitors of human TLR4-MyD88 binding. O00206+Q99836. HeLa CL3-4 TLR4/MyD88 BLA complementation, FRET ratio. inhibition, % at 8.4 µM. actives 0.18% (n = 200,000). AID 861; in the data active = inhibition above about 25%;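 note: 0% = vehicle and 100% = reference inhibitor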
S1P3 antag = S1P3 (human) receptor antagonism | AID 485 | inhibition, % at 4.98 µM | Q99500 | actives 0.27% (n = 170,000) | CHO S1P3 NFAT-BLA reporter, FRET fluorescence, antagonist mode;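 active = inhibition above the plate cutoff, the mean inhibition of test wells on that plate plus 3 SD, cut at about 28% in these data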;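 note: cells challenged with S1P at its EC80 of 0.8 µM; blue over green emission ratio from cleaved BLA substrate after 4 h stimulation; 0% = S1P-stimulated wells and 100% = unstimulated DMSO-only wells; some compounds past the cut are filed as inactive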
Target sequence (Q99500 whole entry, looked up): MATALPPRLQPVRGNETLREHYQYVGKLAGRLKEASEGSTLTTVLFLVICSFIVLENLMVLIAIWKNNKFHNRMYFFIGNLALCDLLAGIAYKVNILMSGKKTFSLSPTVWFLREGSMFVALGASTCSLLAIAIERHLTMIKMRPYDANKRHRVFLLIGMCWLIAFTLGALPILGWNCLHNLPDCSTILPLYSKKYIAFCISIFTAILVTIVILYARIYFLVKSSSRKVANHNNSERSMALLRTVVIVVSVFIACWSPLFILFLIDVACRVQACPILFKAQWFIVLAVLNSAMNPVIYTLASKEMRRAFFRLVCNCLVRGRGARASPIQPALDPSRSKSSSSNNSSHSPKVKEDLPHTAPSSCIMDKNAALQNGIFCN
Numbers without * were called inactive; . = not tested or not shown.

SMILES | bIAP inhibitor | PPARg SRC1 recr | bIAP activator | DTT redox prof | SRC2 TRFRET art | PPARg SRC2 recr | ROMK mod | L major viab | PPARg SRC3 recr | TLR4 MyD88 comp | S1P3 antag
CCCCOC(=O)Nc1ccc(S(=O)(=O)Nc2cc(C)nc(C)n2)cc1 | 7.7 | -3.7 | 0.9 | -0.3 | 1356 | -9.3 | . | -5.1 | 0.0 | 8.9 | -17.3
N=c1c(-c2nc3ccccc3[nH]2)cc(C(=O)c2cccs2)nn1-c1ccc(Cl)cc1 | . | 3.4 | . | 2.5 | 1537 | 6.0 | . | 91.4* | 1.0 | -1.5 | .
CC(/C=C/c1ccccc1)=N\NC(=O)c1ccc(Br)cc1 | 15.2 | -0.9 | 0.8 | 0.1 | 1714 | 6.8 | -0.608 | -4.6 | 1.7 | 2.3 | 2.6
COc1cccc(CCNc2ccc(N3C(=O)CC(C)C3=O)cc2[N+](=O)[O-])c1 (stereo not drawn) | -2.3 | 3.9 | 1 | -1.1 | 1603 | -1.5 | 0.136 | 3.2 | -5.1 | 2.8 | 8.0
O=C(/C=C/c1ccccc1Cl)NCc1ccco1 | 8.5 | -5.3 | 0.9 | -4.2 | 1477 | 2.5 | -0.547 | -0.8 | -5.0 | -7.2 | .
CC12CCC(c3c(CO)nn(-c4ccccc4)c31)C2(C)C (stereo not drawn) | 1.9 | -4.2 | 1 | -0.8 | 1426 | 2.9 | -1.6 | 1.6 | 0.2 | 12.5 | .
CC12CCC(C(=O)Nc3cccc(Cl)c3)(C(Br)C1=O)C2(C)C (stereo not drawn) | -12.8 | -5.0 | 1.1 | 0.4 | 1403 | -5.5 | -1.43 | 39.6 | -0.4 | -0.1 | -4.9
COc1cc(/C=C2\SC(=O)N(Cc3ccc(Cl)cc3)C2=O)cc([N+](=O)[O-])c1O | 20.9 | 0.9 | 0.8 | -2.0 | 1709 | 2.5 | 1.33 | 2.9 | -0.1 | -10.8 | -10.2
NS(=O)(=O)c1ccc(CCNC(=O)CSc2ccc(Cl)cc2)cc1 | 6.5 | 6.1 | 0.9 | 0.4 | 1549 | -5.4 | . | -4.5 | -7.9 | -17.7 | -4.5
CCOc1cc(C2NC(=O)NC(C)=C2C(C)=O)cc(Cl)c1OCC(=O)O (stereo not drawn) | -9.6 | -2.1 | 1.1 | 0.2 | 1437 | 4.8 | 0.465 | -5.8 | 2.9 | -5.4 | .
Cc1c(O)ccc(NC(=O)/C=C/c2ccccc2)c1C | 8.4 | -2.5 | 0.9 | 7.1 | 1428 | -1.5 | -1.1 | -0.3 | 1.8 | -3.4 | 9.7
Cc1cc(=O)n2nc(N3CCCC(C(=O)N4CCN(c5ccccc5)CC4)C3)sc2n1 (stereo not drawn) | 5.9 | 2.4 | 0.9 | -0.8 | 1636 | -2.3 | . | -5.6 | 2.3 | 4.9 | -7.6
Cc1ccc2[nH]c(=O)cc(C(=O)OCC(=O)c3ccc(F)cc3)c2c1 | 3.2 | 2.4 | 1 | -0.3 | 1347 | -8.7 | -0.296 | 0.4 | -7.3 | -15.9 | -17.0
CC(=O)OC[C@H]1O[C@@H](O/N=C(\C)CCN2CCCCc3nc(C)c(C)cc32)[C@H](OC(C)=O)[C@@H](OC(C)=O)[C@@H]1OC(C)=O | 15.6 | 10.4 | 0.8 | -0.1 | 1605 | 16.1 | 0.559 | -4.9 | 1.1 | -3.1 | -0.2
CCCCCC(=O)NC(=S)Nc1ccccc1C(=O)OC | 13.0 | 3.5 | 0.9 | 0.6 | 1553 | 5.3 | 1.33 | -6.5 | 13.4 | -5.4 | .
O=C(c1ccco1)N(Cc1cc2ccccc2[nH]c1=O)CC1CCCO1 (stereo not drawn) | 14.3 | 5.1 | 0.9 | 0.6 | 1616 | 9.2 | 0.595 | -2.2 | -4.0 | -2.6 | .
c1cnc2ccc(C(c3nnnn3C3CCCCC3)N3CCCCC3)cc2c1 (stereo not drawn) | -17.3 | 3.3 | 1.2 | 1.4 | 1493 | -2.0 | -1.39 | 28.4 | -1.1 | -10.7 | .
O=C(Oc1cccc(C(=S)N2CCCCC2)c1)c1ccccc1 | -3.9 | 4.6 | 1 | 0.1 | 1554 | 6.7 | 0.158 | -5.6 | 0.7 | 12.6 | 3.2
CCc1nc(SCC(=O)Nc2cc(C)on2)n[nH]1 | -3.9 | 11.2 | 1 | 0.7 | 1674 | 8.6 | -0.45 | -4.7 | -4.0 | -1.4 | -1.2
Cn1c(=O)cc(SCC(=O)NCCCN2CCN(c3ccc(F)cc3)CC2)c2ccccc21 | -1.2 | 97.2* | 1 | -3.6 | 4545* | 94.8* | . | 15.0 | 134.3* | 7.3 | 2.5
COCCCNc1nc2ccccc2nc1NS(=O)(=O)c1cccs1 | 0.9 | 3.2 | 1 | 0.5 | 1540 | 6.2 | 0.123 | 2.9 | -4.9 | 4.2 | 7.2
Cc1ccc(-n2cc(CN3CCN(Cc4nccn4C)CC3)c(-c3ccc(F)cc3)n2)cc1 | -16.8 | -2.6 | 1.2 | 0.3 | 1458 | 7.2 | -0.356 | 16.1 | 4.5 | 1.9 | 2.3
O=C(COc1ccc(C(=O)c2ccccc2)cc1)NCc1ccc(F)cc1 | 9.9 | 0.5 | 0.9 | 0.3 | 1643 | 0.3 | . | 0.5 | 5.0 | -11.6 | 15.9
CC(NC(=O)c1ccccc1Br)c1nnc(SCc2ccc([N+](=O)[O-])cc2)n1C (stereo not drawn) | 2.3 | 1.0 | 1 | -4.6 | 1584 | 8.3 | 1.67 | -2.8 | 6.2 | -3.5 | .
CCOc1ccccc1/C=N/NC(=O)c1cccc(Cl)c1 | 4.3 | 5.5 | 1 | -0.2 | 1533 | 12.0 | 0.635 | -9.6 | 5.4 | -7.9 | -3.8

The final three records of the section above are carried over, then new ones follow.
SMILES | bIAP inhibitor | PPARg SRC1 recr | bIAP activator | DTT redox prof | SRC2 TRFRET art | PPARg SRC2 recr | ROMK mod | L major viab | PPARg SRC3 recr | TLR4 MyD88 comp | S1P3 antag
O=C(COc1ccc(C(=O)c2ccccc2)cc1)NCc1ccc(F)cc1 | 9.9 | 0.5 | 0.9 | 0.3 | 1643 | 0.3 | . | 0.5 | 5.0 | -11.6 | 15.9
CC(NC(=O)c1ccccc1Br)c1nnc(SCc2ccc([N+](=O)[O-])cc2)n1C (stereo not drawn) | 2.3 | 1.0 | 1 | -4.6 | 1584 | 8.3 | 1.67 | -2.8 | 6.2 | -3.5 | .
CCOc1ccccc1/C=N/NC(=O)c1cccc(Cl)c1 | 4.3 | 5.5 | 1 | -0.2 | 1533 | 12.0 | 0.635 | -9.6 | 5.4 | -7.9 | -3.8
CCNc1sc(C(=O)OCC)c(N)c1C#N | 5.8 | 9.4 | 0.9 | 0.0 | 1573 | 4.2 | 0.73 | -4.7 | 8.2 | -12.3 | -12.2
O=c1cc(-c2ccccc2)[nH]c2[nH]n(-c3ccccc3)c(=O)c12 | 26.6 | 5.7 | 0.7 | 0.4 | 1872 | 4.2 | . | -8.3 | 2.5 | 14.5 | -17.1
Cc1ccc(S(=O)(=O)/N=C(\N)c2ccc(F)cc2)cc1 | -3.7 | 1.2 | 1 | -0.4 | 1528 | -2.1 | 1.37 | -1.7 | -2.4 | -12.1 | -6.5
CC(=O)NC(CCS(C)(=O)=O)C(=O)Nc1cc(Cl)ccc1Cl (stereo not drawn) | 8.4 | 8.7 | 0.9 | -2.5 | 1602 | -1.7 | . | -8.2 | 0.7 | 0.7 | -2.3
CC1CCN(S(=O)(=O)c2cccc(S(=O)(=O)N3CCOCC3)c2)CC1 | 16.8 | 1.2 | 0.8 | 0.1 | 1495 | 6.5 | -0.16 | 2.3 | -9.6 | 2.7 | .
CCOc1ccc(Nc2nc(Cl)nc(N3CCN(c4ccc(OC)cc4)CC3)n2)cc1 | -3.5 | 0.0 | 1 | -0.3 | 1429 | -3.2 | 0.0816 | 53.0* | -4.1 | -1.2 | 0.4
CN(C)c1nc2c(c(=O)n(C)c(=O)n2C)n1Cc1ccccc1 | 5.8 | 2.9 | 0.9 | -0.3 | 1450 | 5.7 | -0.0486 | -1.8 | 6.3 | -10.1 | 4.9
CCOc1ccc(C2C(C#N)=C(N)Oc3cc(C)n(CCN4CCOCC4)c(=O)c32)cc1OCC (stereo not drawn) | 5.5 | 8.5 | 0.9 | 0.1 | 1605 | 7.8 | -0.289 | -2.1 | -1.1 | 1.1 | .
Nc1ccc(Br)cc1C(=O)O | 4.3 | -4.5 | 1 | 0.1 | 1569 | -8.4 | -0.512 | -8.7 | 0.6 | 2.1 | -6.1
O=C(NCc1ccco1)C(c1ccccc1)N(Cc1ccccc1)C(=O)Cn1nnc2ccccc21 (stereo not drawn) | -7.0 | 4.8 | 1.1 | 3.4 | 1584 | 7.4 | . | 12.1 | -4.6 | -3.5 | .
CC1CC(C)CN(c2nc3c(c(=O)n(C)c(=O)n3C)n2CCSc2ncccn2)C1 (stereo not drawn) | 0.9 | 2.8 | 1 | -2.1 | 1454 | 4.2 | . | 12.5 | -1.7 | 4.3 | -18.0
O=C(/C=C/Nc1ccccc1)c1ccccc1 | 7.7 | 5.8 | 0.9 | 0.8 | 1614 | -3.0 | 0.65 | -6.6 | -5.2 | -5.6 | .
CCOc1cc(NC(=O)C2CCCO2)c(OCC)cc1NC(=O)C1CC1 (stereo not drawn) | -8.6 | -0.9 | 1.1 | 1.5 | 1622 | 6.7 | -0.0502 | -5.0 | -4.9 | 4.6 | -14.5
CCN(CC)c1ccc(C=Nc2cc(C)cc(C)c2)c(O)c1 | 11.4 | 1.5 | 0.9 | -0.5 | 1462 | 1.0 | -0.0769 | -3.1 | 2.1 | 1.8 | -9.1
c1ccc2c(Nc3nc(N4CCOCC4)c4ccccc4n3)cccc2c1 | 8.8 | 0.4 | 0.9 | 0.0 | 1637 | 9.8 | -0.787 | 88.1* | 2.4 | 3.2 | -7.8
Cc1ccc(S(=O)(=O)Nc2ccc(C(OC(=O)c3ccccc3[N+](=O)[O-])(C(F)(F)F)C(F)(F)F)cc2)cc1 | -0.7 | -5.8 | 1 | -0.3 | 1595 | -0.6 | . | 99.7* | 0.7 | 17.6 | -1.4
Cn1c(=O)[nH]c(=O)c2c1nc(N1CCCC1)n2CCSc1nc2ccccc2[nH]1 | 12.5 | 3.4 | 0.9 | -0.2 | 1654 | 11.0 | -0.0755 | -3.7 | 8.8 | -5.6 | .
O=C(O)CCCC(=O)Nc1ccccc1Br | 7.4 | 0.6 | 0.9 | 1.3 | 1313 | 1.0 | -0.785 | -6.5 | -1.6 | -7.6 | -49.0
Cc1cccc(-n2c(CCc3ccccc3)nnc2SCC(=O)c2ccccc2)c1 | 6.5 | 6.5 | 0.9 | -0.5 | 1593 | 2.8 | -1.72 | 13.8 | 6.0 | -0.7 | 3.8
COc1ccc(CNC(=O)CN(C2CCCCC2)S(C)(=O)=O)cc1 | -9.3 | 7.3 | 1.1 | -0.7 | 1581 | 0.9 | . | 48.8 | 0.8 | -6.0 | -1.2
Cc1ccc(N2C(=O)c3ccccc3C2Nc2ccccc2)nc1 (stereo not drawn) | 9.9 | 4.8 | 0.9 | -1.4 | 1738 | 13.0 | . | 26.1 | -14.9 | 12.8 | .

Screening results (PubChem BioAssay)
